Assay outcomes deposited in PubChem BioAssay by National Center for Advancing Translational Sciences (NCATS).
MBNL1-CUG inh = qHTS Assay for Inhibitors of MBNL1-poly(CUG) RNA binding. Muscleblind-like protein 1 (Homo sapiens), Q9NR56. TR-FRET MBNL1-His/biotin-(CUG)12 binding, 665/545 ratio. Potency, µM (highest dose often 57.5 µM), without a hit: at the highest dose activity change, negative = inhibition, actives largely listed as inhibitors. actives 0.036% (n = 280,000); active = well fitted inhibition curve with a large enough effect in the signal ratio, with a control signal flat, not every such curve was filed as active; inconclusive = small, poorly fitted or top-dose-only effect, or effect the other way, or a change in a side signal; inactive = no such curve, though single readings can be large or run the other way; the % refers to the signal ratio; note: potency is the fitted concentration of half-maximal effect; % is set by controls: 0 for no effect and ±100 for the full control effect
Target sequence (Q9NR56 whole entry, looked up): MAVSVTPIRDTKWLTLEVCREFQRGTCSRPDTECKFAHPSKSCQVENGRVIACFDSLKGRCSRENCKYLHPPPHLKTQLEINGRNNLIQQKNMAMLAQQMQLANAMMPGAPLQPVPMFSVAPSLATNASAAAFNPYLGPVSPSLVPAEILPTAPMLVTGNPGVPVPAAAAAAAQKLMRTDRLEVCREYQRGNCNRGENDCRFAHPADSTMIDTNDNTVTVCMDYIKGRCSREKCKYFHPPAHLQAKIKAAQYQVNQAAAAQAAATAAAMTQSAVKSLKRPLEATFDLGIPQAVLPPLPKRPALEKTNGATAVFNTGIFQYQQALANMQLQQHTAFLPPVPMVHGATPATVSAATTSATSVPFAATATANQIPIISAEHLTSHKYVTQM
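Ratiometric TR-FRET (665 over 545 nm, excitation 340 nm) tracks disruption of MBNL1-His/biotin-(CUG)12 complex after 60 min at room temperature, with compounds at 92 nM to 58 uM final.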
Coupling enz = qHTS Assay for Inhibitors of Fructose-1,6-bisphosphate Aldolase from Giardia Lamblia: Coupling assay counterscreen | coupling enzyme system counterscreen, AmpLite Red fluorescence | activity change, negative = inhibition, % at 58.2 µM, hits read low | actives 0.67% (n = 290,000) | AID 2472, 2010; in the data active = activity change below about -30%; note: % is set by controls: 0 for no effect and ±100 for the full control effect
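Counterscreen lacking aldolase: glyceraldehyde-3-phosphate coupling-enzyme reagent preincubated 10 min at RT with compound (at 57.5 uM final), then substrate/coupling system with AmpLite Red added; fluorescence read at 525/598 nm after 20 min RT.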
A-T KAP1 phos = qHTS Assay for Identifying a Potential Treatment of Ataxia-Telangiectasia; […] A-T fibroblasts, KAP-1 phosphorylation AlphaLISA; neocarzinostatin DNA damage 30 min before lysis; Potency, µM (highest dose often 57.5 µM), for the others: at the top dose activation, actives largely listed as activators; actives 0.19% (n = 320,000); note: potency is the fitted concentration of half-maximal effect; % of control where 0% means no effect; nearly all actives have a fitted effect of over 45% in size
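ATM-like activity read as KAP-1 phosphorylation via AlphaLISA donor/acceptor antibody pairs after lysis and 6 hr at 25C. Cells were ATM-null patient fibroblasts ([…], hTERT), dosed 60 min, then exposed to the DSB inducer NCS for 30 min.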
KCNH2 WT inh = qHTS for Inhibitors of KCHN2 3.1: Wildtype qHTS; Voltage-gated inwardly rectifying potassium channel KCNH2 (Homo sapiens), Q12809; U2OS, BacMam KCNH2, thallium flux FluxOr; hits give low values; actives 0.37% (n = 340,000); AID 720551, 2013; activity change, % at 1.84 µM;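 active = maximum activity change below -70%; inconclusive = maximum activity change between -70% and -50%; inactive = maximum activity change above -50%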; note: % is set by controls: 0 for no effect and ±100 for the full control effect
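U2OS cells were transduced with wild-type KCNH2 virus (2.03 x 10^8 / mL) for 4 h at room temperature, then cultured overnight at 37 C. Thallium flux was read with FluxOr dye. Rate constants were normalized to DMSO controls.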
ASM inhibitor = Inhibitors of Secretory Acid Sphingomyelinase (S-ASM): qHTS | Sphingomyelin phosphodiesterase (Homo sapiens), P17405 | placental ASM, HMU-PC fluorogenic substrate, 60 min | Potency, µM (top dose mostly 57.5 µM), for the others: at the highest dose activity change, negative = inhibition, hits mostly inhibitors | actives 0.006% (n = 340,000) | AID 504937, 2011; note: potency is the fitted concentration of half-maximal effect
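Fluorogenic HMU-PC substrate (9 uM final) is turned over by placental ASM in 60 min at 37 C after a 10 min compound preincubation. Reaction ended by alkaline stop (pH 10), with fluorescence read at 386/447 nm.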
KCNH2 3.1 inh = qHTS for Inhibitors of KCHN2 3.1: Mutant qHTS; U2OS KCNH2 3.1, thallium flux FluxOr; hits give low values; Potassium voltage-gated channel subfamily H member 2, brain isoform KCNH2 3.1 (human); AID 720553, 2013; actives 0.95% (n = 340,000); activity change, % (tested at about 1.8 µM);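 active = maximum activity change below -70%; inconclusive = maximum activity change from -70% to -50%; inactive = maximum activity change above -50%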;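 note: thallium influx rate constant from kinetic fluorescence after stimulation buffer; % is set by controls: 0 for no effect and ±100 for the full control effect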
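FluxOr-based Tl+ influx in U2OS cells transduced with KCNH2 3.1 virus; rate constants normalized to DMSO controls.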
CXXC DNA block = qHTS Fluorescence Polarization Assay for Inhibitors of MLL CXXC domain - DNA interaction; Potency, µM (highest dose often 115 µM), without a hit: top-dose activity change, negative = inhibition, usual class: inhibitors; AID 2662, 2010; MLL-CXXC / FITC-HOXA9 DNA fluorescence polarization; actives 0.037% (n = 290,000); active = well fitted inhibition curve with a large enough effect in the polarisation, with a control signal flat, not every such curve was filed as active; inconclusive = small, poorly fitted or top-dose-only effect, or effect the other way, or a change in a side signal; inactive = no such curve, though single readings can be large or run the other way; the % refers to the polarisation; note: potency is the fitted concentration of half-maximal effect
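Fluorescence polarization: 7 uM MLL-CXXC (stock) preincubated 5 min with compounds, then 50 nM fluorescein-HOX-A9 DNA (stock) added; 30 min ambient. Buffer 50 mM Tris-HCl pH 7.5, 50 mM NaCl, 1 mM DTT, 0.05% BSA.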
TRPV1 ag = HTS Assay for Compounds that Act as Agonists of the Vanilloid Receptor 1; Transient receptor potential cation channel subfamily V member 1 (Homo sapiens), Q8NER1; TRPV1-expressing cells, Fluo-8 calcium influx, agonist mode; activation, % at 8.33 µM; actives 0.19% (n = 320,000); AID 540275, 2011; in the data active = activation above about 80%; inconclusive = between about 30% and that limit; note: 0% is about no effect
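TRPV1-expressing cells were cultured overnight at 35.5C and loaded with Fluo-8 calcium dye for 40 to 90 min at room temperature. After a 10 s baseline, compound was added and calcium influx was read kinetically for 3 min (ex 480/em 520 nm).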
GALK inhibitor = qHTS Assay for Inhibitors of Human Galactokinase (GALK); Purified GALK, Kinase-Glo residual ATP luminescence; Potency, µM (highest dose often 57.5 µM), without a hit: at the highest dose activity change, negative = inhibition, usual class: inhibitors; actives 0.007% (n = 270,000); AID 1868, 2009; note: potency is the fitted concentration of half-maximal effect; % is set by controls: 0 for no effect and ±100 for the full control effect
Target sequence (P51570 whole entry, looked up): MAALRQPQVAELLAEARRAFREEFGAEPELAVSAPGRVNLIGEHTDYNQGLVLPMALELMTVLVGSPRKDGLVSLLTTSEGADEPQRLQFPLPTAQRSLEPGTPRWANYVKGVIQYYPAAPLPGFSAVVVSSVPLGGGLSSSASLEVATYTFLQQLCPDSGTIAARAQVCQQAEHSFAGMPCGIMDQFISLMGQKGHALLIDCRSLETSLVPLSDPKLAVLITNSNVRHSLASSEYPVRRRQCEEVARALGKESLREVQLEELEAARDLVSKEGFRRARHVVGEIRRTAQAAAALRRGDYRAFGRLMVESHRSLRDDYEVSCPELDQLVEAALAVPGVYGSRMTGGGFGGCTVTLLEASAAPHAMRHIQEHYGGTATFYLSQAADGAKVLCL
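ATP-depletion format; final 35 uM ATP, 100 uM D-galactose, 5 nM enzyme; pH 8.0 HEPES/Mg2+ buffer; 60 min RT; luminescence read 10 min after detection reagent.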
Integrin act MD = qHTS for Activators of Integrin-Mediated Alleviation for Muscular Dystrophy. alpha7betagal myoblasts, beta-gal FDG fluorescence, 48 h. Potency, µM (top dose mostly 38.3 µM), without a hit: top-dose activation, actives largely listed as activators. actives 0.064% (n = 350,000). AID 624291, 2012;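 note: potency is the fitted concentration of half-maximal effect; 100% = response of the positive control SU9516; nearly all actives have a fitted effect of over 60% in size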
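Alpha7betagal+/- myoblasts (passage 13) were plated 16-24 hr, then exposed to compounds (1:260 dilution of DMSO stock) for 48 hours at 37C. After MPER lysis, β-galactosidase reporter activity was read as FDG fluorescence (ex 480/em 540) after 30 minutes.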
* marks the source's active call; other numbers are inactive results; u = inconclusive; x = not tested or not shown; [ ] = dose if it differs, or a comment. Unless noted, calls come from the whole dose curve; as a rule, active = well fitted curve in the direction sought with a large enough effect; inconclusive = small, poorly fitted or top-dose-only effect, or another doubt; inactive = no such curve, though single readings can be large; an effect the other way counts as inactive or inconclusive. This is a random part of the collection; 2% or so of the library scored in one or more.

no.	compound	MBNL1-CUG inh	Coupling enz	A-T KAP1 phos	KCNH2 WT inh	ASM inhibitor
1	COc1ccc(CN2CCNC(=O)C2CC(=O)NCCCn2cccn2)cc1C (configuration not stated)	2%	x	1%	-4	4%
2	COc1ccc(-c2nc(N)n[nH]2)cc1OC	-3%	2	-3%	21	1%
3	COc1cccc(C(=O)N2CCN(Cc3ccccc3Br)CC2)c1	-9%	-2	4%	-3	-2%
4	CCN(CC(=O)NC1CCS(=O)(=O)C1)S(=O)(=O)c1cccc(C(C)=O)c1 (configuration not stated)	-6%	0	2%	-10	6%
5	CCN1CCCC1CNCc1cccc(OC)c1OCc1ccccc1F (configuration not stated)	-3%	0	0%	1	5%
6	Cn1nnnc1SCc1csc(C2C(C#N)=C(N)OC3=C2C(=O)CCC3)c1 (configuration not stated)	u	-15	-2%	5	0%
7	CCO[C@H]1OC(C(=O)N2CCN(C)CC2)=C[C@@H](C)[C@@H]1CCCO	-12%	3	12%	-3	6%
8	CCNC(=O)c1cnn(-c2ccccc2)c1-c1ccccc1	-6%	2	42%	-3	3%
9	O=C(NNS(=O)(=O)c1ccc(Cl)cc1)C1CCN(Cc2ccccc2)CC1	-4%	3	-4%	6	-2%
10	Cc1[nH]c(=S)[nH]c(=O)c1CCCO	-18%	0	-7%	-1	-1%
11	O=C(NCc1ccco1)c1cnn2cccnc12	-2%	2	1%	6	4%
12	CCN1CCN(C(c2cccs2)C(C)NC(=S)Nc2cc(C)ccc2C)CC1 (configuration not stated)	-1%	2	-8%	18	0%

no.	KCNH2 3.1 inh	CXXC DNA block	TRPV1 ag	GALK inhibitor	Integrin act MD
1	0	10%	1	1%	-13%
2	-10	0%	-2	-1%	-2%
3	-20	-20%	14	0%	-27%
4	-3	2%	0	4%	-9%
5	-1	6%	0	-3%	11%
6	15	5%	4	12%	24%
7	4	1%	4	-1%	5%
8	-22	-6%	u	-2%	-4%
9	7	-9%	-4	-1%	-13%
10	-10	2%	-6	0%	43%
11	0	-6%	-2	0%	16%
12	-37	-5%	4	7%	-32%

Following part:
no.	compound	MBNL1-CUG inh	Coupling enz	A-T KAP1 phos	KCNH2 WT inh	ASM inhibitor
13	O=C(c1ccc(Br)o1)N1CCN(C23CC4CC(CC(C4)C2)C3)CC1	x	x	x	6	-1%
14	O=C(Nc1ccc(Cc2ccncc2)cc1)C1CC1	-5%	-1	3%	0	3%
15	CSc1nc2c(c(C(F)(F)F)n1)CC(C)CC2 (configuration not stated)	-17%	x	5%	8	-3%
16	C=CC[n+]1c(C)csc1Nc1cccc(Br)c1	1%	-6	10%	-18	0%
17	COc1ccc(NC(C)=O)cc1NC(=O)c1cccc(S(=O)(=O)N2CCc3ccccc32)c1	x	x	6%	4	-11%
18	Cc1cccc(C(=O)N2CCc3cc(-c4nc(NC(=O)Cn5nnc6ccccc6c5=O)sc4C)ccc32)c1	x	0	0%	x	x
19	Cc1ccc(NC(=O)CNC(=O)OCc2ccccc2)cc1C	-15%	2	3%	-2	-1%
20	Cc1nn(C)c(C)c1NS(=O)(=O)c1ccc(N2CCCC2=O)cc1	3%	1	-1%	4	8%
21	COc1ccccc1NC(=O)NCc1ccc2c(c1)OCO2	1%	-1	7%	x	x
22	CN(C)S(=O)(=O)c1ccc(Cl)c(C(=O)Nc2nc3ccccc3[nH]2)c1	-3%	-1	-8%	-10	-2%
23	CCOC(=O)C1=C(C)N=c2s/c(=C\c3ccc(OCC(=O)O)c(OC)c3)c(=O)n2C1c1ccc(OC)cc1 (configuration not stated)	22%	3	-7%	6	-16%
24	COc1ccc(CCNC(=O)c2coc3ccccc3c2=O)cc1	10%	-1	-5%	-20	-1%

no.	KCNH2 3.1 inh	CXXC DNA block	TRPV1 ag	GALK inhibitor	Integrin act MD
13	7	x	x	x	5%
14	18	2%	5	-1%	31%
15	-30	-12%	0	-3%	-5%
16	-5	1%	2	-1%	-9%
17	10	x	1	x	5%
18	x	5%	3	-1%	x
19	9	1%	9	1%	u
20	0	-5%	2	6%	-27%
21	x	4%	16	1%	x
22	4	4%	4	1%	2%
23	2	0%	2	-3%	0%
24	2	-8%	-3	13%	8%

(continued)
no.	compound	MBNL1-CUG inh	Coupling enz	A-T KAP1 phos	KCNH2 WT inh	ASM inhibitor
25	CC(=O)C1=C(O)C(=O)N(c2ccc(Br)cc2)C1c1ccc([N+](=O)[O-])cc1 (configuration not stated)	u	14	-9%	2	0%
26	COc1ccc(-c2nnc(SCC(=O)N3CCc4ccccc4C3)o2)cc1	-1%	1	-2%	2	-3%
27	CC(C)(CNC(=O)c1cccc(NS(=O)(=O)c2ccc(Br)cc2)c1)N1CCOCC1	2%	x	11%	25	2%
28	Cc1ccc(C(C)C)c(OCC(=O)NC(=S)Nc2ccccc2N2CCOCC2)c1	-3%	-3	18%	14	1%
29	COC(=O)c1cccc(Nc2cc(C)nc(-c3ccccc3O)n2)c1	u	-3	1%	0	-22%
30	CCOC(=O)c1cnc2ccc(C(=O)OC)cc2c1Nc1cccc(C(=O)O)c1	1%	-1	2%	1	3%
31	Cc1[nH]n(-c2ccccc2)c(=O)c1N=Nc1cccc(S(=O)(=O)N2CCOCC2)c1	37%[activator]	-2	-2%	-1	-9%
32	Cc1ccc(C(=O)OCC(=O)Nc2cccc(S(=O)(=O)NC3=NCCCCC3)c2)c(C)c1	-19%	2	1%	-12	-5%
33	COc1cccc(CNC(=O)Cn2ccc3cc(S(=O)(=O)N4CCC(C)CC4)ccc32)c1	0%	2	-1%	-4	-3%
34	CC(=O)N1c2ccc(S(=O)(=O)N3CCC(C(=O)Nc4ncccc4C)CC3)cc2CC1C (configuration not stated)	-4%	x	1%	-7	1%
35	Cc1ccc(S(=O)(=O)N2CCCCC2)cc1NC(=O)Cn1ccsc1=N	-3%	6	0%	11	0%
36	COC(=O)c1c[nH]c(=S)n1Cc1ccccc1	x	x	x	-2	1%

no.	KCNH2 3.1 inh	CXXC DNA block	TRPV1 ag	GALK inhibitor	Integrin act MD
25	-1	-7%	-1	-3%	8%
26	-7	-4%	11	-5%	-18%[7.66 µM]
27	2	3%	4	-2%	-5%
28	-4	-4%	2	-1%	-5%
29	14	10%	-1	-2%	22%
30	0	-3%	0	0%	9%
31	-11	12%	9	2%	-3%
32	-3	-1%	-4	1%	-11%
33	-4	-4%	23	7%	1%
34	-22	9%	1	-9%	11%
35	-12	6%	4	9%	0%
36	4	x	x	x	-35%

The results go on:
no.	compound	MBNL1-CUG inh	Coupling enz	A-T KAP1 phos	KCNH2 WT inh	ASM inhibitor
37	CCC(C(=O)NC1CC1)n1nc(C)c2c(C)n(-c3ccc(C)cc3)nc2c1=O (configuration not stated)	-3%	0	5%	13	-4%
38	Cc1ccc(NC(=O)c2ccc(Cl)c(S(=O)(=O)N3CCCCC3)c2)nc1	x	x	11%	-6	0%
39	O=C(N1CCN(Cc2ccccc2)CC1)C12CC3CC(CC(C3)C1)C2	u	-1	15%	7	4%
40	COc1ccc(NC(=O)C(CC(C)C)NC(=O)C2CCCCC2)c(OC)c1 (configuration not stated)	1%	3	1%	-7	-2%

no.	KCNH2 3.1 inh	CXXC DNA block	TRPV1 ag	GALK inhibitor	Integrin act MD
37	10	10%	1	-7%	2%
38	1	x	u	x	40%
39	-14	-3%	u	0%	17%
40	-5	-3%	u	1%	4%

Looked up by compound from above:
no.	compound	MBNL1-CUG inh	Coupling enz	A-T KAP1 phos	KCNH2 WT inh	ASM inhibitor
9	O=C(NNS(=O)(=O)c1ccc(Cl)cc1)C1CCN(Cc2ccccc2)CC1	-4%	3	-4%	6	-2%
22	CN(C)S(=O)(=O)c1ccc(Cl)c(C(=O)Nc2nc3ccccc3[nH]2)c1	-3%	-1	-8%	-10	-2%
29	COC(=O)c1cccc(Nc2cc(C)nc(-c3ccccc3O)n2)c1	u	-3	1%	0	-22%

no.	KCNH2 3.1 inh	CXXC DNA block	TRPV1 ag	GALK inhibitor	Integrin act MD
9	7	-9%	-4	-1%	-13%
22	4	4%	4	1%	2%
29	14	10%	-1	-2%	22%
